High-throughput results (PubChem BioAssay)
CHO-K1 Ca antag – nonselective inhibitor or artifact in parental CHO-K1 cells. ATP-induced calcium, Fluo-8 fluorescence. inhibition, % at 3 µM. 0.6% of 360,000 active. AID 602250;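 active = inhibition above a per-plate cutoff, the plate's mean sample inhibition plus 3 SD, cut at about 24% in these data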;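 note: 0% = DMSO plus EC80 ATP and 100% = DMSO alone without ATP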
M1 PAM – human M1 muscarinic receptor positive allosteric modulators, primary screen, CHO-K1 cells, Fluo-8 calcium fluorescence, 1536-well; 0.088% of 360,000 active; CHO-K1 hM1, ACh EC20; 0% = ACh EC20, 100% = maximal ACh; activation, % at 3 µM; in the data active = activation above about 19%, passing the limit was not always enough
Target sequence (P11229 whole entry, looked up): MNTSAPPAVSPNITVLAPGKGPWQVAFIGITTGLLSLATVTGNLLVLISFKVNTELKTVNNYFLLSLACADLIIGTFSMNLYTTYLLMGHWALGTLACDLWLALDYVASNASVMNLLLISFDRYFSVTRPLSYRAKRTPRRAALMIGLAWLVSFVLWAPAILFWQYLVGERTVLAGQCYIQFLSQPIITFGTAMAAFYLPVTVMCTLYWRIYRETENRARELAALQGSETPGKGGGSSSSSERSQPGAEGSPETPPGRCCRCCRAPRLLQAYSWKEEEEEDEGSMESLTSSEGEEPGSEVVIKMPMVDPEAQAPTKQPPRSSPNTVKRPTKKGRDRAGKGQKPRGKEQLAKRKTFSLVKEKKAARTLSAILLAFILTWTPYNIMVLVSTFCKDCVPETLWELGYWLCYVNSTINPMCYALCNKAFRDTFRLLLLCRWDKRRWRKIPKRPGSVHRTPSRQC
TAAR1 agonist – human TAAR1 agonists, primary screen, Fluo-8 calcium fluorescence, CHO RD-HGA16 cells | Trace amine-associated receptor 1 (Homo sapiens), Q96RJ0 | vehicle wells 0%, saturating PEA agonist 100% | activation, % at 3 µM | 0.99% of 360,000 active;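 active = activation above the mean activation of all test compounds in the run plus 3 SD, cut at about 38% in these data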
Target sequence (Q96RJ0 whole entry, looked up): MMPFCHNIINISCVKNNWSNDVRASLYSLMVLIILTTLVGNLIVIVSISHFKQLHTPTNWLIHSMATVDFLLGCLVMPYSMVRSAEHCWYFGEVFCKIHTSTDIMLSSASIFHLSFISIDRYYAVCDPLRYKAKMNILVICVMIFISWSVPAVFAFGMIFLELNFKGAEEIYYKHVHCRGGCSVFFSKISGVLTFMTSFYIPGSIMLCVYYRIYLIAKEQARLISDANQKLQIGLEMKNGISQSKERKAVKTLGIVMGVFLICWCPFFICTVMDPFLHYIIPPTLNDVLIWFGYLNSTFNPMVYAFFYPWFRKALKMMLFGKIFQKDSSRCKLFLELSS
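System: CHO-derived RD-HGA16 cells with stable Gα16 and human TAAR1. Times: 17-24 h plating, Fluo-8 75 min 37 °C, 30 min RT. Measured by: calcium-sensitive Fluo-8 signal, excitation 470-495, emission 515-575 nm. Read-out basis: % activation relative to PEA EC100 response. Control set: DMSO and PEA EC100. Repeats: no replicates (n 1).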
M1 antag – human M1 muscarinic receptor antagonists, primary screen, CHO-K1 cells, Fluo-8 calcium fluorescence, 1536-well. Muscarinic acetylcholine receptor M1 (Homo sapiens), P11229. CHO-K1 hM1, ACh EC80 antagonist. inhibition, % at 3 µM. 1.3% of 360,000 active. AID 588852, 2011;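 active = percent inhibition above its own plate's cutoff, namely the mean of that plate's compound wells plus 3 SD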;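 note: peak over basal fluorescence ratio during 140 s after agonist addition; 0% = ACh EC80 plus DMSO and 100% = DMSO alone without agonist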
CHO parental Ca – ATP-evoked calcium signal inhibitors, parental CHO, primary screen, counter-screen for OX1R antagonist project, cell-based, fluorescence, Fluo-8 calcium dye. parental CHO-K1, ATP-induced calcium, Fluo-8 fluorescence. inhibition, % at 5.6 µM. 0.63% of 330,000 active. AID 463079, 2010;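 active = inhibition above that plate's mean sample inhibition plus 3 SD, cut at about 26% in these data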;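 note: 0% = ATP-challenged DMSO wells and 100% = DMSO wells without ATP; some compounds past the cut are filed as inactive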
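material = parental CHO cells | also added = ATP as calcium-mobilizing challenge | dosing = single point at 5.6 µM | detection = intracellular calcium via Fluo-8 no-wash fluorescent dye | read-out = % inhibition | benchmarks = low control ATP plus DMSO, high control DMSO only | repeats = one well per compound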
TAAR1 antag – human TAAR1 antagonists, primary screen, Fluo-8 calcium fluorescence, CHO RD-HGA16 cells. antagonist. Trace amine-associated receptor 1 (Homo sapiens), Q96RJ0. AID 624466, 2012. inhibition, % at 3 µM. 1.5% of 360,000 active;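 active = inhibition above a per-plate cutoff, the mean inhibition of test compounds on that plate plus 3 SD, cut at about 49% in these data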;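 note: 0% = DMSO plus EC80 beta-PEA response and 100% = DMSO alone without agonist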
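Test system – hTAAR1-expressing CHO RD-HGA16 cells, Gα16-coupled · Reagent – β-PEA at EC80 concentration, post-compound challenge · Compound dosing – 3 µM, single point · Timing – 140 s kinetic read after compound, 140 s after agonist · Detection – Fluo-8 intracellular calcium dye fluorescence, real-time kinetic reads · Control set – DMSO and EC80 PEA controls · Repeats – n of 1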
CHO-K1 Ca ag – counter-screen for M1 agonists: effect in parental CHO-K1 cells; activation, % at 3 µM; 0.48% of 360,000 active; Fluo-8 calcium fluorescence; scaled to maximal ATP response, vehicle zero; in the data active = activation above about 15%;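 note: untransfected CHO-K1 host cells lacking M1 receptor as counterscreen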
CHRM1 agonist – human M1 muscarinic receptor agonists, primary screen, Fluo-8 calcium fluorescence, CHO-K1 cells, HTS | Muscarinic acetylcholine receptor M1 (Homo sapiens), P11229 | CHO-K1 hM1, agonist mode; 0% DMSO, 100% acetylcholine EC100 | 0.33% of 360,000 active | activation, % at 3 µM;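 active = activation above the run's mean compound activation plus 3 SD, cut at about 16% in these data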;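 note: peak over basal fluorescence ratio within a 140 s kinetic read after compound addition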
CHO-K1 Ca PAM – nonselective calcium activators in parental CHO-K1 cells, primary screen, counter-screen for M1 PAM project, cell-based, Fluo-8 calcium fluorescence, full deck, 1536-well; ATP EC20; 0% at ATP EC20, 100% at ATP max; activation, % at 3 µM; 0.02% of 360,000 active; AID 602247, 2012;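 active = activation above the run cutoff, the mean activation of all test compounds plus 3 SD, cut at about 40% in these data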;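 note: peak over basal fluorescence ratio in a 140 s read after ATP addition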
Numbers without * were called inactive; . = no result given.

SMILES	CHO-K1 Ca antag	M1 PAM	TAAR1 agonist	M1 antag	CHO parental Ca	TAAR1 antag	CHO-K1 Ca ag	CHRM1 agonist	CHO-K1 Ca PAM
CCCCC(=O)Nc1ccc(Br)cn1	-7.4	6.0	7.0	-3.5	-7.4	6.1	0.4	-5.7	18.9
COc1ccccc1CNC(=O)C1CCN(S(=O)(=O)c2ccc3c(c2)CC(C)N3C(C)=O)CC1 (stereo not given)	6.5	3.2	0.0	2.2	-18.8	4.2	0.6	-3.0	-6.6
CCN(CC)S(=O)(=O)c1ccc(C(=O)NCc2ccc3[nH]c4c(c3c2)CCCC4)cc1	-0.2	7.4	4.3	-12.4	-5.8	19.3	0.1	-6.3	12.8
CCN(CC)CCC(c1ccc(N(C)C)cc1)c1c(OC)cc(OC)c2c(-c3ccccc3)cc(=O)oc12 (stereo not given)	-10.3	2.5	15.7	3.2	-20.8	-11.3	1.2	-6.5	2.0
CCOC(=O)c1oc2ccccc2c1CN1CCN(C)CC1	-5.4	4.1	5.2	-1.7	-14.5	-1.3	0.0	-5.3	8.5
CC(C)C(=O)Nc1ccc2oc(=O)ccc2c1	-17.2	10.2	0.9	-9.1	-2.5	-4.5	0.0	-2.0	-7.9
CCOC(=O)N1CCC(N2Cc3cccc(C(=O)N4CCN(c5cccc(C)c5C)CC4)c3C2=O)CC1	5.0	-13.3	3.0	5.8	-29.1	19.0	2.0	-11.3	-8.3
COc1cc2[nH]c(=S)nc(NCc3ccc(Cl)cc3)c2cc1OC	-1.6	1.4	11.6	-4.2	-19.9	4.8	1.5	-5.7	-5.7
Cc1ccc(NC(=S)N2C3CCCC2CC(NC(=O)C2CC2)C3)cc1C (stereo not given)	-18.4	1.7	-0.8	-5.5	-9.1	-16.5	0.4	-12.7	13.9
O=[N+]([O-])c1c(NCCCO)cc(N2CCCCCC2)c2nonc12	2.6	11.7	-0.1	-8.1	-14.8	-29.1	0.4	-5.9	8.7
Cc1[nH]c2ccccc2c1/C=N/Nc1nc(Nc2ccc(F)cc2)nc(N2CCOCC2)n1	-5.9	1.0	8.7	-13.3	-27.1	7.7	-0.2	-3.4	12.6
Cc1ccc(Cl)cc1NC(=O)[C@@H]1CCC(=O)N1C1OC(=O)c2ccccc21 (stereo not given in full)	-1.3	6.5	11.9	-16.6	-4.0	-3.5	2.6	10.2	9.5
O=S(=O)(c1ccc(Br)cc1)N1CCCC1c1nc2ccccc2s1 (stereo not given)	-25.4	0.2	-2.7	2.6	7.1	11.4	0.4	-4.2	19.0
O=S(=O)(c1ccc(Cl)cc1)n1cccn1	-18.7	7.7	1.6	-6.1	11.6	-18.8	0.1	-2.9	15.5
COc1cc(-c2noc(C)c2-c2ccc3[nH]ccc3c2)cc(OC)c1OC	-10.8	3.3	.	6.7	-7.3	.	1.5	-2.1	2.3
COc1ccc(CN(Cc2ccccn2)S(=O)(=O)c2ccc(-n3cnnn3)cc2)cc1	40.0*	-5.3	.	-12.5	0.4	.	0.8	-2.8	-4.7
CC(C)NC(=O)CSc1nc(N)c(NC(=O)c2ccco2)c(=O)[nH]1	9.2	7.8	2.9	0.0	13.0	4.1	0.0	-4.8	12.0
COc1ccccc1CNC(=O)CC(NS(=O)(=O)c1ccc(C)cc1)c1ccco1 (stereo not given)	-17.5	3.2	5.9	-5.9	-22.6	-23.9	1.0	-3.0	16.5
O=C(N/C(=C/c1ccccc1Cl)C(=O)N1CCOCC1)c1ccccc1	-6.9	1.8	0.8	-0.2	-0.6	-5.0	-0.2	-3.9	6.3
Cc1ccc(NC(=S)Nc2cc(C(=O)O)ccc2N2CC3CC(C2)c2cccc(=O)n2C3)cc1C (stereo not given)	-18.3	16.4	8.8	-15.5	-7.9	11.9	1.5	1.7	11.5
CCN(C1CCCCC1)S(=O)(=O)c1cc(C)ccc1OC	-15.2	8.7	-0.2	-6.9	4.3	0.4	1.6	-2.2	27.1
Cc1nc(NC(C)C)c2oc3ccccc3c2n1	-7.7	3.2	14.2	-8.0	-14.6	0.9	1.5	-1.8	16.9
Clc1nnc(Cl)c2c1ncn2Cc1ccccc1	-5.7	-3.5	0.8	2.9	0.7	-26.6	1.0	-3.2	-13.0
C/C(=N\NC(=O)c1cccnc1)c1ccccc1	0.6	3.4	0.4	-15.2	-6.0	-3.7	0.4	-2.1	-2.0
CCN1C(=O)[C@@H]2[C@H](C1=O)[C@@H]1C(=O)Nc3ccccc3C(=O)N1[C@@H]2c1cccc(OC)c1	2.0	5.6	12.2	10.2	-21.4	-19.1	-0.6	-2.9	1.9
COc1ccc(CCC(=O)Nc2cnc3ccccc3c2)cc1	-1.8	6.5	4.1	-10.1	-16.6	-1.2	6.5	-1.2	22.2
COC(=O)NNC(=S)NCc1ccccc1	9.5	3.1	1.8	3.2	-12.0	-4.5	0.4	-5.0	-9.5
OCCN1CCN(c2ncnc3c2c(-c2ccccc2)cn3-c2ccc(Br)cc2)CC1	10.0	7.5	6.3	-4.0	-10.4	24.0	6.6	-1.4	-10.5
COc1ccccc1CCNS(=O)(=O)c1c(C)n(C)c(=O)n(C)c1=O	1.8	8.0	0.8	-5.3	6.1	-17.8	0.5	-1.7	2.6
O=C(Nc1ccc2c(c1)OCCO2)C1CCCC1	-6.8	8.3	1.9	-6.8	-16.0	-3.5	-0.1	-3.7	5.6
COc1ccccc1-c1noc(-c2ccccc2C(=O)Nc2cccnc2)n1	-1.4	-5.7	13.2	6.3	-18.4	34.4	3.2	-2.1	9.3
CCCNC(=O)NC(=O)CSc1nnc(-c2ccncc2)n1CC	-22.9	8.6	5.5	-9.0	-0.4	-14.5	1.3	-6.6	15.2
CCOC(=O)N1CCN(S(=O)(=O)N2CCCC(C(=O)NCCc3ccc(OCC)c(OCC)c3)C2)CC1 (stereo not given)	-12.7	2.7	0.2	-5.3	-36.5	-19.0	0.4	-3.0	9.6
CCC(=O)c1ccc(N2CCN(C(=O)c3ccccc3F)CC2)c(F)c1	1.6	3.3	4.6	-1.3	-7.2	7.3	5.0	-6.0	-5.2
Cn1c(SCC(=O)Nc2ccc3c(c2)OCCO3)nnc1C(F)(F)F	-9.2	1.7	1.3	-2.3	-6.0	-1.7	0.4	-5.1	-2.8
Cc1nn(Cc2ccc(Cl)cc2Cl)c(C)c1NC(=O)c1nc2n(n1)C(C(F)F)CC(C)N2 (stereo not given)	1.7	5.8	1.8	-5.7	.	4.8	1.4	-2.3	11.9
Cn1c(=O)c2c(nc(NCCCO)n2CCc2ccccc2)n(C)c1=O	1.3	5.6	3.0	-3.5	-3.0	-15.4	0.1	-3.7	14.3
O=C(CN1C(=O)C2(OCCO2)c2ccccc21)c1ccc(F)cc1	-26.2	18.5	10.7	-13.4	-11.4	12.2	0.5	5.0	9.5
COCCn1c(SCC(=O)OCc2ccccc2)nc2c1c(=O)[nH]c(=O)n2C	-13.6	15.3	2.6	-22.7	-7.5	-24.6	0.8	-2.4	24.7
O=C(N/N=C/c1ccccn1)c1ccc(NC(=O)c2ccccc2Cl)cc1	-3.1	5.4	13.2	-10.1	-7.5	17.6	4.3	-3.6	3.1
Cc1ccc(N(Cc2ccc(C(=O)NC3CCCCC3)cc2)S(C)(=O)=O)cc1C	22.9	6.0	5.6	6.9	-8.9	-5.2	0.1	-4.8	-5.3
CC(=O)Nc1cc(C)c(S(C)(=O)=O)c(C)c1	-0.7	-4.9	1.4	3.7	-3.9	-7.8	0.2	-2.5	14.8
OCCN(CCO)c1ncnc2c1oc1ccc(Br)cc12	5.5	1.4	2.0	5.2	-10.6	-9.7	1.2	-3.1	12.6
CCN(CC)CC(=O)Nc1cccc2c1C(=O)c1ccccc1C2=O	-6.3	14.4	6.7	-15.8	-17.1	1.1	0.6	-9.9	17.0
CCN(C)C1CN(Cc2cn(Cc3cccc(Cl)c3)nn2)S(=O)(=O)C1 (stereo not given)	-6.0	.	4.0	.	.	-6.5	0.6	.	4.1
CCCC(c1nnnn1CC1CCCO1)N1CCN(c2ccccc2)CC1 (stereo not given)	-4.7	14.7	10.0	-12.9	-14.7	11.0	0.1	-3.2	-3.5
CC(Oc1ccccc1Cl)C(=O)N1CCOCC1 (stereo not given)	-0.6	2.7	0.4	-8.6	1.8	16.8	0.2	2.7	20.0
CCC(C(=O)Nc1ccc(C)cc1)c1ccccc1 (stereo not given)	-8.0	-2.3	2.6	7.5	-8.1	-10.1	0.8	-3.2	8.2
COc1ccc(S(=O)(=O)c2cnc3ccc(OC)cc3c2N2CCC3(CC2)OCCO3)cc1	0.8	-18.9	13.3	28.3*	-14.5	72.0*	6.2	-1.0	17.1
COc1ccc(N(Cc2ccccc2)S(=O)(=O)c2cccc(C(=O)Nc3ncccc3C)c2)cc1	-14.4	5.4	3.9	-2.2	-18.3	8.5	0.7	-5.1	7.2
O=C1NCC(O)=C1C=NCCO	-6.9	3.1	3.5	-0.5	-10.9	-5.0	-0.1	0.7	-7.2
COc1ccc(CCNc2oc(-c3ccc(C)cc3)nc2C#N)cc1OC	-6.8	2.0	-0.6	5.3	-10.4	15.1	0.2	-6.2	18.8
CC1CCC(NC(=O)CN(C)S(=O)(=O)c2cnc[nH]2)CC1 (stereo not given)	-5.9	10.5	0.3	-8.2	5.9	-8.3	0.8	-0.8	5.8
CC1(Cc2cccc(F)c2)C(=O)Nc2ccc(-c3cccnc3)cc21 (stereo not given)	-10.3	-3.3	5.9	1.0	.	6.5	6.6	-3.6	19.6

3 structures out of the list, sorted by molecular weight, ascending:
SMILES	CHO-K1 Ca antag	M1 PAM	TAAR1 agonist	M1 antag	CHO parental Ca	TAAR1 antag	CHO-K1 Ca ag	CHRM1 agonist	CHO-K1 Ca PAM
CC(=O)Nc1cc(C)c(S(C)(=O)=O)c(C)c1	-0.7	-4.9	1.4	3.7	-3.9	-7.8	0.2	-2.5	14.8
OCCN(CCO)c1ncnc2c1oc1ccc(Br)cc12	5.5	1.4	2.0	5.2	-10.6	-9.7	1.2	-3.1	12.6
Cc1ccc(N(Cc2ccc(C(=O)NC3CCCCC3)cc2)S(C)(=O)=O)cc1C	22.9	6.0	5.6	6.9	-8.9	-5.2	0.1	-4.8	-5.3
